# CCR6 antag: CCR6 (human) receptor antagonism; P51684; CHO-K1 CCR6 PathHunter beta-arrestin, luminescence, CCL20-stimulated; inhibition, % at 20 µM; 0.49% of 340,000 active; AID 493098;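 active = compounds whose inhibition of the agonist-driven luminescence signal at 20 µM reaches about 50%, limit read from the data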;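 also: cells stimulated with CCL20 at 14 nM final; plate controls were DMSO with CCL20 for no effect and DMSO without agonist for full effect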
# Target sequence (P51684 whole entry, looked up): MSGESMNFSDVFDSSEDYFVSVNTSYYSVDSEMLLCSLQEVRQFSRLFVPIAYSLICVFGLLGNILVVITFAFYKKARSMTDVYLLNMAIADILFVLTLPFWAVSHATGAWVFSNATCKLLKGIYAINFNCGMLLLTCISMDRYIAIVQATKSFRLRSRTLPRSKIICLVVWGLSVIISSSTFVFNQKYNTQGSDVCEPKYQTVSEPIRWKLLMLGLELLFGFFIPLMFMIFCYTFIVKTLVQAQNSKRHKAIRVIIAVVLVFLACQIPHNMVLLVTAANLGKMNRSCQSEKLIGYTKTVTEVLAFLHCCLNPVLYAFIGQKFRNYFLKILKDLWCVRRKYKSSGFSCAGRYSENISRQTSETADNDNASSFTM
# EBI2 antag: EBI2 (human) antagonism; EBI2 beta-arrestin recruitment, luminescence, 7a,25-OHC stimulated; 0.81% of 360,000 active; inhibition, % at 5 µM; AID 651636; in the data active = inhibition above about 38%;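 also: enzyme fragment complementation signal reports receptor beta-arrestin coupling in cells; 0% = agonist plus DMSO wells and 100% = wells without agonist; some results beyond the cut were filed as inactive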
# Target sequence (P32249 whole entry, looked up, the tested form may be a part): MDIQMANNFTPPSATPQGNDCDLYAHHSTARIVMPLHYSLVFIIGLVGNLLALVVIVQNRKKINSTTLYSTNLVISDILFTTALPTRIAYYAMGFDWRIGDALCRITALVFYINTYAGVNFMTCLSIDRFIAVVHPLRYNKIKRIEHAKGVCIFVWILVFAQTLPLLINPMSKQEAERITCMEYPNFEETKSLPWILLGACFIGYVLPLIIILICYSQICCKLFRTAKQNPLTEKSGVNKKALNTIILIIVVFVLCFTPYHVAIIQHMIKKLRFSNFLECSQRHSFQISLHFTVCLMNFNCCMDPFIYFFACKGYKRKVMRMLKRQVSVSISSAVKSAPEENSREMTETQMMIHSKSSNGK
# APJ antagonist: blocks the human apelin receptor APJ | P35414 | CHO-K1 APJ beta-arrestin complementation, luminescence | inhibition, % at 20 µM | 0.32% of 330,000 active;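 active = inhibition above about 40% at 20 µM, limit read from the data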;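 also: cells challenged with 10 nM apelin-13 agonist together with compound; plate controls were apelin-13 plus DMSO wells for no effect and DMSO wells lacking apelin-13 for full effect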
# Mdm2-MdmX inh: inhibitors of human Mdm2/MdmX interaction | 3% of 330,000 active | inhibition, % at 8 µM | O15151+Q00987 | SaOS-2 split-luciferase Mdm2/MdmX complementation, luminescence;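 active = inhibition of at least 50% at 8 µM in the primary screen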
# UPR CHOP act: apoptotic UPR (CHOP) activation | CHO-CHOP luciferase reporter, luminescence; percent of tunicamycin response over DMSO baseline | AID 449763 | activation, % at 10 µM | 0.34% of 330,000 active;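 active = at 10 µM dose, activation of 40% or more, normalized to positive control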;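 also: 100% = tunicamycin at 10 µg/mL and 0% = DMSO alone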
#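 Material: CHO-CHOP cells, stable luciferase reporter of PERK-eIF2a-CHOP signalling; quantity: 500 reporter cells seeded per well; buffer or medium: F12 medium containing 10% fetal bovine serum; compound: one dose, 10 µM in 0.5% DMSO; incubation: 6 h compound treatment, 37 °C; measured by: Steady-Glo luciferase luminescence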
# CXCR6 block: blocks human CXCR6 beta-arrestin recruitment; O00574; CHO-K1 PathHunter CXCR6 beta-arrestin, luminescence; inhibition, % at 20 µM; 0.36% of 360,000 active; in the data active = inhibition above about 34%, passing the limit was not always enough;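 also: antagonist mode with CXCL16 agonist at 10 nM final; 0% = 10 nM CXCL16 with DMSO and 100% = unstimulated wells without agonist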
# APJ agonist: agonists of human APJ apelin receptor. activation, % at 20 µM. CHO-K1 APJ PathHunter beta-arrestin, luminescence; 0% DMSO wells, 100% apelin. AID 2520. 0.11% of 330,000 active. P35414;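 active = activation more than six SD over the plate average, tested at 20 µM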;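 also: 0% = DMSO alone and 100% = apelin-13 at 10 nM; some results filed as inactive read as strong as hits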
#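 Material: CHO-K1 APJ beta-arrestin complementation cell line; Input: cell density 1000 per well; Incubation: compound stimulation 90 min at 25 °C, detection 60 min; Signal: luminescence from split beta-galactosidase complementation, Galacton Star/Emerald II substrate; Controls: DMSO-only wells as negative, 10 nM Apelin-13 as positive control.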
# XBP1 UPR activ: activators of adaptive arm of unfolded protein response (XBP1); CHO-XBP1 luciferase reporter, IRE1-XBP1 UPR activation, luminescence; percent of tunicamycin response, DMSO as zero; activation, % at 20 µM; 0.33% of 330,000 active; AID 463104;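 active = versus positive control, 20 µM dose yields 30% or more activation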;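 also: 100% = tunicamycin at 10 µg/mL and 0% = DMSO only wells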
#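 Material: CHO-XBP1 cells stably carrying IRE1-XBP1-driven luciferase reporter | Medium: F12 with 10% serum | Compound dosing: 20 µM single concentration, DMSO 1% | Incubation: Overnight seeding at 37 °C, 6 h compound treatment at 37 °C | Detection: Steady-Glo luminescence read | Read-out basis: % activation of reporter signal versus tunicamycin and DMSO controls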
# tim23-1 inh: inhibits growth of tim23-1 mutant yeast; 1.3% of 330,000 active; S. cerevisiae tim23-1 growth, BacTiter-Glo luminescence, 24 h; AID 463212; inhibition, % at 20 µM;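 active = growth inhibition of the mutant yeast at or above 50%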;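 also: temperature-sensitive mutant grown at 25 °C; plate controls were DMSO-treated mutant yeast for no effect and medium wells lacking yeast for full effect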
# Starred values were filed as active, the others as inactive; nt = no result given. A portion of the library; rates above refer to the full screens.
SMILES,CCR6 antag,EBI2 antag,APJ antagonist,Mdm2-MdmX inh,UPR CHOP act,CXCR6 block,APJ agonist,XBP1 UPR activ,tim23-1 inh
Cc1cccc(N=C2NC(=O)/C(=C\c3cccs3)S2)c1,17,8,10,6,5.9,-2,-1,5,50
O=C(Cn1c(=O)[nH]c2ccsc2c1=O)N1CCN(c2ccc(F)cc2)CC1,7,nt,-14,15,1.3,nt,-3,2,20
COC(=O)[C@@]1(C)[C@H]2C(=O)N(C)C(=O)[C@H]2[C@H]2CN=C(SCc3ccccc3)N21,-1,-8,nt,-14,1.1,-5,nt,-2,16
CCC1CCCCN1C(=O)c1cc2cc(Br)ccc2oc1=O (stereo unspecified),-3,0,31,7,0.5,3,-2,-1,25
CC(C)C[C@H]1CN=C(Nc2ccccc2)N1CCCCc1ccccc1,0,7,1,29,-2.0,6,-1,-1,17
O=C(NC(=S)Nc1cc([N+](=O)[O-])ccc1O)C1CC1,12,9,28,-9,1.9,4,-6,-2,6
COc1ccc(-n2c(C)c(C)c3c(N)ncnc32)cc1,7,9,-1,45,0.5,7,-4,3,7
O=C(O)c1cc(S(=O)(=O)N2CCOCC2)c[nH]1,4,6,-2,5,0.8,-6,-1,-3,2
CCN(c1ccccc1)S(=O)(=O)c1ccc(Cl)c(NC(=O)CN2CCCCCC2)c1,29,15,15,69*,-1.9,23,0,2,8
CCCOc1ccc(/C=N/Nc2ccccc2[N+](=O)[O-])c(O)c1,13,-4,-3,45,-6.8,14,-4,-6,3
CSCC[C@H](Nc1ncnc2sc(C)c(C)c12)C(=O)O,3,-18,11,19,0.5,4,-2,3,-2
CCCCSc1ncnc2[nH]ncc12,-7,4,-12,26,2.2,-1,-4,4,7
Cc1ccccc1NC(=O)CN1CCN(Cc2ccccc2)CC1,-2,0,-2,11,-1.8,-3,-1,-4,-3
O=C(Nc1cccc(S(=O)(=O)N2CCCC2)c1)c1cc(=O)[nH]c2ccccc12,7,-2,-9,17,1.4,10,-3,-4,-12
Cc1c(C(=O)N2CCCCC2)oc2ccccc12,-1,-9,10,14,1.5,6,-3,3,4
CCn1c(C(O)c2ccc(C)cc2)nc2ccccc21 (stereo unspecified),-2,0,1,-6,2.4,6,1,-2,18
COc1ccccc1COC(=O)N/C=C/c1ccco1,15,4,24,0,1.1,2,-2,0,2
Cc1ccc2c(c1)C(=O)C(=O)N2CCCOc1ccccc1,44,-1,25,12,2.4,10,-3,22,29
CCC(c1nnc(SC(C)C(=O)NC2CC2)n1-c1ccc(OC)cc1)N(C)C (stereo unspecified),6,-13,2,-8,-2.2,-2,6,-1,2
Cc1ccc(C(=O)ON=C2CCN(c3ccc([N+](=O)[O-])cc3)CC2)cc1,18,-19,6,5,-1.9,3,0,1,46
CCCCc1ccc(-c2c(C#N)c(N)nc3c2CCCC3)s1,1,-3,-4,8,-2.0,-2,-1,1,-4
O=C(Cc1ccccc1)Nc1ccc(N2CCOCC2)cc1,15,-7,-5,-36,0.1,-4,-3,2,27
O=c1[nH]c2ccc(S(=O)(=O)N3CCC(Cc4ccccc4)CC3)cc2o1,-2,-7,-28,8,-1.4,-2,1,-2,11
Cn1c2c(c3ccccc31)CCN1CCC[C@]21c1ccccc1,-3,5,-5,4,-0.8,8,-3,-5,19
CCN(CC)S(=O)(=O)c1cc([N+](=O)[O-])ccc1NNC(=O)Nc1ccccc1,33,nt,4,30,2.5,nt,-6,-2,2
Cc1nnc(SCC(=O)Nc2c(Cl)cccc2Cl)n(N)c1=O,10,-7,-45,20,-0.2,2,0,-1,-13
C[C@@]12CCC=C[C@H]1[C@H](c1ccoc1)N(Cc1ccccc1)C2=O,2,-8,7,15,2.3,4,5,-2,32
CC(C)C(=O)Nc1cccc2nsnc12,-1,-10,-13,9,-1.6,-13,6,-2,4
O=C(NC1CCNCC1)C1CC1,-6,-7,-5,8,0.4,0,-3,2,-8
NC(=O)CC(NC(=O)Cc1ccc(Br)cc1)c1ccc(N2CCC(Br)CC2)c([N+](=O)[O-])c1 (stereo unspecified),23,12,-76,49,-1.8,3,3,-3,-8
CCCCCOC(=O)NC1CCS(=O)(=O)C1 (stereo unspecified),4,0,8,-1,-0.7,-2,-3,-1,-1
COc1ccc(C2NCCO2)cc1OC (stereo unspecified),-1,-2,3,-21,-0.8,-3,2,2,5
Cc1ccc(S(=O)(=O)Nc2ccc(S(=O)(=O)N3CCCC3)cc2)cc1,-5,-12,-11,27,-0.4,-9,-3,-1,2
COC(=O)c1cc(OC)c(OC)cc1NC(=O)CC1CCCCC1,18,15,15,7,-1.0,5,-2,-1,34
CCOc1cc(CNC(C)(C)C)ccc1OCC(=O)Nc1cccc(C(F)(F)F)c1,1,-7,-2,8,1.2,-6,-1,-2,4
CCn1c(O)c(N=NC2=NC(=O)CS2)c2ccccc21,3,3,-8,8,-5.5,15,-3,0,18
Cc1ccccc1C(=O)NC1CC2CCCC(C1)N2Cc1ccccc1 (stereo unspecified),6,-31,13,18,-0.9,1,-3,-3,9
O=C(CCS(=O)(=O)c1ccccc1)Nc1ccccc1-c1nc2ccccc2s1,10,27,7,20,-0.9,11,-1,0,-16
Cc1ccc(N(C(=O)Cc2cccs2)C2C=CS(=O)(=O)C2)cc1Cl (stereo unspecified),1,1,0,37,-1.2,-7,-2,-1,11
Cc1cccc(/C=N/NC(=O)c2ccc(NC(=O)c3ccccc3C)cc2)n1,-14,7,-3,-11,1.4,2,0,2,-6
CC1CC(C)CN(CCCNC(=O)C2CCCN(c3nnc(N4CCCC4=O)s3)C2)C1 (stereo unspecified),-14,2,16,-34,-0.6,-2,-1,2,11
Cc1cc(C)cc(OC(C)C(=O)NCCCn2ccnc2)c1 (stereo unspecified),6,-4,6,0,0.0,-8,-1,2,-10
CN(C(=O)c1sc2nc(N3CCCC3)c3c(c2c1N)CC(C)(C)OC3)c1ccccc1,0,1,-8,26,1.4,-1,-1,-2,15
Cc1ccc(C)c(S(=O)(=O)N2CCC(c3nc4c(nnn4Cc4ccc5c(c4)OCCO5)c(=O)[nH]3)CC2)c1,2,13,3,33,0.7,2,-3,-2,5
O=C(NCCCn1ccnc1)Nc1ccc(Cl)c(Cl)c1,-15,2,-6,19,0.3,-2,-1,2,-17

# Molecules shown so far that contain a COOH group (two):
SMILES,CCR6 antag,EBI2 antag,APJ antagonist,Mdm2-MdmX inh,UPR CHOP act,CXCR6 block,APJ agonist,XBP1 UPR activ,tim23-1 inh
O=C(O)c1cc(S(=O)(=O)N2CCOCC2)c[nH]1,4,6,-2,5,0.8,-6,-1,-3,2
CSCC[C@H](Nc1ncnc2sc(C)c(C)c12)C(=O)O,3,-18,11,19,0.5,4,-2,3,-2

# Further entries.
SMILES,CCR6 antag,EBI2 antag,APJ antagonist,Mdm2-MdmX inh,UPR CHOP act,CXCR6 block,APJ agonist,XBP1 UPR activ,tim23-1 inh
Cc1ccc(NC(=O)COc2ccc(S(=O)(=O)N3CCOCC3)cc2)cc1,-8,3,5,9,-1.8,-1,-6,-2,1
C=CCn1c(SC2CCOC2=O)nc2scc(C3CC3)c2c1=O (stereo unspecified),4,-14,0,1,-1.5,7,-2,-2,22
CCN(CC)C1=CC2=CC(=C(C#N)C#N)CCC2CC1 (stereo unspecified),-23,3,-30,2,-1.4,-23,3,2,-16
CCOc1ccc2ccccc2c1C1NC(=S)N(C)C(C)=C1C(=O)OC (stereo unspecified),5,10,6,16,-2.9,-8,-3,1,10
O=C(NCc1cccnc1)c1cc2ccccc2oc1=O,0,-17,-3,1,0.4,2,0,3,23
O=C(Cc1cccs1)Nc1ccc(NC(=O)c2ccco2)cc1,0,0,-6,6,-1.2,-1,-4,1,2
COc1ccc(CCNC(=O)C(=O)NCCOc2ccccc2)cc1OC,12,6,-9,-3,-0.3,1,-4,-4,2
COc1ccccc1NC(=O)Cn1c(C)cc(=O)c2cccc(OC)c21,6,5,-3,27,7.0,-4,8,-4,28
CC1CCc2ccccc2N1C(=N)N(C)C (stereo unspecified),1,-4,6,1,-1.1,7,-1,0,-13
CC(C)CCNC(=O)CN(C(=O)CCC(=O)Nc1ccccn1)c1ccc2c(c1)OCCO2,-7,8,10,11,-4.2,-7,-1,-1,-11
CCOC(=O)c1sc(NC(=O)Nc2ccccc2F)nc1C,7,6,1,31,-2.0,-4,1,-7,-1
CC1CCCN(c2nc3nonc3nc2N2CCCC(C)C2)C1 (stereo unspecified),-1,9,21,12,-1.2,-6,-4,-6,19
COc1ccc(-c2nnc(SCC(=O)NCc3ccco3)n2C)cc1,5,-6,3,1,2.2,-3,0,2,0
O=C(NC(C(=O)c1ccccc1)N1CCOCC1)c1cccs1 (stereo unspecified),12,-5,-6,3,0.9,8,0,-3,13
CC(NC(=O)c1ccc(OC2CCN(Cc3ccccn3)CC2)cc1)c1nccs1 (stereo unspecified),9,7,-21,16,-1.5,-2,5,-3,5
O=S(=O)(Nc1ccc2ccccc2n1)c1ccccc1,8,-7,12,6,0.2,-4,-1,3,9
CCOc1ccc(C(CC(=O)O)n2cnnn2)cc1OC (stereo unspecified),-1,0,-17,18,-2.2,0,-2,-1,13
COc1ccc(-c2c(C)n([O-])c(C)c(C)[n+]2=O)cc1OC,10,-15,2,5,2.3,-2,0,-1,10
O=C(CC(NC(=O)c1ccccc1Cl)c1ccccc1)NCCc1ccc(Cl)cc1 (stereo unspecified),8,17,0,25,1.8,3,1,0,-5
Cc1ccc(C(=O)N/C(=C\c2ccccc2F)c2nc(=S)[nH][nH]2)cc1,0,2,22,3,5.6,13,-6,-2,21
COc1ccc([C@H]2CC(=O)C=C(/C=C/c3ccccc3)C2)cc1,8,35,0,-70,1.4,3,-3,-1,28
Cc1ccc(S(=O)(=O)N/N=C/c2ccc(OC3CSC3)cc2)cc1,-10,10,-10,12,-0.2,-3,0,-3,12
CCOC(=O)c1c(N)c(C#N)c2n1CCCCC2,0,3,-5,-19,-2.3,-6,3,-1,14
COc1cc(Cl)c(C)cc1NC(=O)CSc1nnc(-c2ccccn2)n1Cc1ccco1,-8,27,-21,28,-1.2,11,-5,4,-2
COc1ccc(Cl)cc1-n1c(C)cc(C(=O)OCC(=O)N2CC(=O)Nc3ccccc32)c1C,13,0,-4,48,-0.2,4,6,0,25
O=C(Nc1nnc(S(=O)(=O)N2CCCCCC2)s1)c1ccccc1,9,0,7,-48,5.7,0,-2,3,16
